# SW480 rerep = A quantitative high throughput screen for small molecules that induce DNA re-replication in SW480 colon adenocarcinoma cells. 340,000 compounds, 1.8% hits. Potency, µM (top dose mostly 46.1 µM), for the others: at the top dose re-replication activation, actives largely listed as activators. SW480 DNA re-replication, Hoechst DNA content imaging, 48 h; note: potency is the fitted concentration of half-maximal effect; % of control where 0% means no effect; nearly all actives have a fitted effect of over 55% in size
#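 Image-based read-out: total Hoechst fluorescence of nuclei (405 nm excitation, 500-530 nm emission), with hits raising the fraction of high-intensity nuclei. SW480 colon cells incubated 48 hr with compounds at 37 C.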
# IL-1B inflam inh = qHTS for Inhibitors of Inflammasome Signaling: IL-1-beta AlphaLISA Primary Screen; AID 743279, 2014; THP-1 LPS/ATP IL-1B secretion, AlphaLISA, 16 h; stronger effect = lower value; activity change, % at 57.5 µM; 360,000 compounds, 4.7% hits; in the data active = activity change below about -50%; inconclusive = mostly about -30% to -49%; note: % is set by controls: 0 for no effect and ±100 for the full control effect
#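 Secreted IL-1B measured by AlphaLISA bead assay after 16 h compound exposure of THP-1 cells; compounds (final up to 57.5 uM) added 1 h before LPS (250 ng/mL) and ATP (1.25 mM) stimulation; lower signal means less secretion.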
# WRN inhibitor = qHTS for Inhibitors of WRN Helicase | WRN helicase unwinding, fluorescent forked duplex, kinetic | Potency, µM (titrated, usually from 114 µM), inactives show at the top dose activity change, negative = inhibition, usual class: inhibitors | 360,000 compounds, 0.46% hits | AID 651768, 2012; note: potency is the fitted concentration of half-maximal effect; % is set by controls: 0 for no effect and ±100 for the full control effect; nearly all actives have a fitted effect of over 55% in size
# Target sequence (Q14191 whole entry, looked up): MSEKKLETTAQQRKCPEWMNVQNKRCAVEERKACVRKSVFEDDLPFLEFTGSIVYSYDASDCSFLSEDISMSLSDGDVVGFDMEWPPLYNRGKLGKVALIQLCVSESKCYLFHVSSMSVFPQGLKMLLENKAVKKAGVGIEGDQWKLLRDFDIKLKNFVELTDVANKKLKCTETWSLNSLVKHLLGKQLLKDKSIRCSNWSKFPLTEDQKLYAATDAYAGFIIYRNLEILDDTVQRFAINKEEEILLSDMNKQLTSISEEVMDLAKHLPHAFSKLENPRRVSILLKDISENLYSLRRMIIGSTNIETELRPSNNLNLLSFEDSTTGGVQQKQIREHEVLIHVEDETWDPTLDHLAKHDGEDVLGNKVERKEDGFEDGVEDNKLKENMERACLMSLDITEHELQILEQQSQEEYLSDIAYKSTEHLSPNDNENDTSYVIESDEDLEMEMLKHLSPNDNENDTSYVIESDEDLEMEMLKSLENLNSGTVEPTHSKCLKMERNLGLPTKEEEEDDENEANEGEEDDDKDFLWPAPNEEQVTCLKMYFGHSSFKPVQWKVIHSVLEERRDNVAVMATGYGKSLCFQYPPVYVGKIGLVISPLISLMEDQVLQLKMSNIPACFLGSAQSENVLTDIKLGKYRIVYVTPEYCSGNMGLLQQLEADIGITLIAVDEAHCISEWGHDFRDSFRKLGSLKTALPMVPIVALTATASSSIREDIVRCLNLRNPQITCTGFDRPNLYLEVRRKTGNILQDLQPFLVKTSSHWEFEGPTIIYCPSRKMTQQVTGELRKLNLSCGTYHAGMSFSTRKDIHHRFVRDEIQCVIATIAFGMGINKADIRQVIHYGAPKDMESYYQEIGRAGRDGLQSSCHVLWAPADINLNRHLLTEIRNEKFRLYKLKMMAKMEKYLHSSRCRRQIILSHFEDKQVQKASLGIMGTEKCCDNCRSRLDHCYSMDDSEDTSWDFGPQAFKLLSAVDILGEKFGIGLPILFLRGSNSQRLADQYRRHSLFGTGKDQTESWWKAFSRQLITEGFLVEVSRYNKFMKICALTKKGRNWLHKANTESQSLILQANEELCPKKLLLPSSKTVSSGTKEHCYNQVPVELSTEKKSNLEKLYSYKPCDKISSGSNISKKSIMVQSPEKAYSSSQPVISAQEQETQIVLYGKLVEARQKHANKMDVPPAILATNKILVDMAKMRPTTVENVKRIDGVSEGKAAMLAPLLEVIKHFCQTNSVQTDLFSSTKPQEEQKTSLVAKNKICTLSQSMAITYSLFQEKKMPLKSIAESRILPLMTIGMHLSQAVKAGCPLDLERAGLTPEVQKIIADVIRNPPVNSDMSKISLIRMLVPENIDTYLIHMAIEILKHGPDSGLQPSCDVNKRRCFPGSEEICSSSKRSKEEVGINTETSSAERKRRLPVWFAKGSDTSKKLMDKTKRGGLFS
#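 Kinetic red-fluorescence monitoring (525/598 nm) tracks WRN helicase activity after 100 nM fluorophore-quencher forked duplex and 2 mM ATP are added to 20 nM enzyme pretreated 15 min at room temperature with compound.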
# KB-V1 cytotox = qHTS assay for MDR1-selective chemotherapeutics: Primary screen using the drug-selected MDR subline cells KB-V1. KB-V1 MDR cells viability, CellTiter-Glo, 72 h. 400,000 compounds, 3.4% hits. Potency, µM (series often up to 46.1 µM), for the others: at the top dose activity change, negative = cytotoxicity, most hits filed as cytotoxic; note: potency is the fitted concentration of half-maximal effect; % is set by controls: 0 for no effect and ±100 for the full control effect; nearly all actives have a fitted effect of over 60% in size
#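 Readout: CellTiter-Glo luminescence, 10 min after addition. Cells: KB-V1 MDR subline, 72 h at 37 degrees C with compound. Analysis: corrected, normalized data fitted to concentration-effect curves.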
# HT1080-NT tox = qHTS for induction of synthetic lethality in tumor cells producing 2HG: qHTS for the HT-1080-NT fibrosarcoma cell line | HT-1080-NT fibrosarcoma viability, CellTiter-Glo ATP luminescence, 48 h | Potency, µM (top dose mostly 46.1 µM), without a hit: at the highest dose activity, negative = less viability, usual class: cytotoxic | 360,000 compounds, 1.6% hits | AID 686970, 2013;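 note: NT is the 2HG producing partner of a matched IDH1 knockdown line; potency is the fitted concentration of half-maximal effect; 0% = DMSO-treated cells and -100% = media-only wells without cells; nearly all actives have a fitted effect of over 55% in size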
#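 Compounds were tested in concentration-response format on HT-1080-NT cells for 48 hours at 37 degrees C. Cell viability came from CellTiter-Glo luminescence; curves were classified by r2, response magnitude and activity.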
# MCF10A rerep = A quantitative high throughput screen for small molecules that induce DNA re-replication in MCF 10a normal breast cells; 350,000 compounds, 2.9% hits; Potency, µM (titrated, usually from 46.1 µM), inactives show top-dose activity, positive = re-replication, usual class: activators; AID 624296, 2012; MCF 10A DNA re-replication, Hoechst nuclear intensity, 48 h; note: potency is the fitted concentration of half-maximal effect; % of control where 0% means no effect; nearly all actives have a fitted effect of over 50% in size
# KB-3-1 tox = qHTS assay for MDR1-selective chemotherapeutics: Primary screen using the parental adenocarcinoma cell KB-3-1; KB-3-1 viability, CellTiter-Glo ATP luminescence, 72 h; Potency, µM (top dose mostly 46.1 µM), for the others: at the highest dose activity change, negative = cytotoxic, most hits filed as cytotoxic; 400,000 compounds, 1.4% hits; AID 1347075, 2019; note: potency is the fitted concentration of half-maximal effect; % is set by controls: 0 for no effect and ±100 for the full control effect; nearly all actives have a fitted effect of over 60% in size
#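 Cytotoxicity in the drug-sensitive parental line KB-3-1 was scored as loss of CellTiter-Glo luminescence following 72 h incubation with compound. Values come from curve fitting of normalized concentration-response data.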
# ATXN2 expr inh = Primary qHTS for Inhibitors of ATXN expression; Potency, µM (doses to about 57 µM), without a hit: top-dose activity change, negative = inhibition, hits mostly inhibitors; AID 1745845, 2022; 360,000 compounds, 0.72% hits; HEK-293 ATXN2-luciferase reporter, luminescence, 24 h; note: potency is the fitted concentration of half-maximal effect; % is set by controls: 0 for no effect and ±100 for the full control effect; nearly all actives have a fitted effect of over 55% in size
#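 qHTS (up to 57 uM final) was run with 24 h compound exposure of reporter cells at 37 °C. Each well was multiplexed: SteadyGlo luminescence measured ATXN2-luciferase expression after a fluorogenic Gly-Phe-AFC viability readout (25 uM final).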
# HT1080 IDH1KD tx = qHTS for induction of synthetic lethality in tumor cells producing 2HG: qHTS for the HT-1080-IDH1KD cell line. HT-1080 IDH1 knockdown viability, ATP luminescence, 48 h. 360,000 compounds, 2% hits. Potency, µM (highest dose often 46.1 µM), inactives show at the highest dose activity, negative = toxicity, usual class: cytotoxic;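 note: potency is the fitted concentration of half-maximal effect; 0% = DMSO wells and -100% = cell-free medium wells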
#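 Luminescent ATP read-out (CellTiter-Glo, 10 min at room temperature) after 48 h compound exposure at 37 °C gave viability of IDH1-knockdown HT-1080 cells. Activity was normalised to DMSO and cell-free wells, then fitted as concentration-response curves.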
# Numbers without * were called inactive; ? = inconclusive; . = no result given; & = joins results of further samples; [ ] = dose if it differs, or a comment. Unless noted, calls come from the whole dose curve; as a rule, active = well fitted curve in the direction sought with a large enough effect; inconclusive = small, poorly fitted or top-dose-only effect, or another doubt; inactive = no such curve, though single readings can be large; an effect the other way counts as inactive or inconclusive.
SMILES,SW480 rerep,IL-1B inflam inh,WRN inhibitor,KB-V1 cytotox,HT1080-NT tox,MCF10A rerep,KB-3-1 tox,ATXN2 expr inh,HT1080 IDH1KD tx
COc1ccccc1NS(=O)(=O)c1cccc(C(=O)N/N=C/c2c(CO)cnc(C)c2O)c1,?,184,-19%,22%,?,1%,?,?,?
Cn1cccc1Cc1nnc(SCC(=O)NCc2ccccc2)n1-c1ccc(F)cc1,1%,?,3%,?,2%,11%,-9%,3%,10%
c1ccc(CSc2nnc3ccc(-c4ccncc4)nn23)nc1,8%,?,2%,6%,?,-1%,7%,14%,5%
CCCCC(=O)NC(=S)NNC(=O)c1ccc(Cl)cc1Cl,-5%,23,-1%,?,-9%,10%,?,-4%,-16%
C=CCN1C(=O)CS/C1=N/c1nccs1,1%,0,5%,-11%,?,-5%,-4%,7%,-6%
Cc1cc(=O)[nH]c(-c2cccs2)n1,17%,-16,-1%,18%,0%,-1%,0%,.,0%
O=C(CSc1nc2ccccc2n1S(=O)(=O)c1ccccc1)N1CCCCC1,-6%,-16,-1%,-28%,?,0%,16%,39%,18%[9.24 µM]
COc1ccc(S(=O)(=O)Nc2c(C(=O)O)[nH]c3ccccc23)cc1OC,-4%,17,-4%,1%,-6%,-1%,-5%,9%,9%
Cn1c(OCc2ccc3c(c2)OCO3)nc2c1c(=O)n(Cc1ccc(Cl)c(Cl)c1)c(=O)n2C,-2%,14,-29%,-2%,-1%,3%,-12%,4%,-1%
Cn1c(SCC(=O)Nc2nc(C(C)(C)C)cs2)nnc1C1CC1,-31%,12,4%,-18%,0%,6.5µM*,3%,-22%,-6%
O=S(=O)(NCC(c1cccnc1)N1CCOCC1)c1ccc(Cl)cc1 (stereo unspecified),4%,-1,9%,5%,-2%,9%,0%,.,2%
O=C(Nc1cccc(Cl)c1)Nc1ccnc(-c2cccnc2)n1,7%,48,-9%,-8%,-17%,-1%,1%,-31%,-9%
COC(=O)c1cc(OC)c(OC)cc1NC(=O)c1ccc(C)cc1,5%,-16,-4%,3.3µM*,4%,8%,1%,-23%,12%
O=C(O)CCn1ncc2ccccc2c1=O,-5%,10,-28%,-11%,14%,0%,5%,-9%[11.3 µM],29%
CC(C)(C)n1nnnc1C(c1cccs1)N(Cc1ccc(Cl)cc1)CC1CCCO1 (stereo unspecified),11%,0,-7%,-27%,-26%,?,23µM*,?,?
COc1ccc(NC(=O)C23CCC(C2)C(C)(C)C3=O)cc1 (stereo unspecified),-4%,-1,3%[57.1 µM],0%,26%,?,-1%,5%,16%
COc1cc(/C=C(\C#N)C(=O)Nc2cccnc2)ccc1OC(C)C,?,0,-14%,-2%,7%,10%,?,-3%,14%
CCOC(=O)c1[nH]c(C)c(C(=O)OCC(=O)N2CCc3ccccc32)c1C,-1%,-3,-1%,-5%,0%,23µM*,-4%,11%,6%
O=S1(=O)N=C(N(CCO)/N=C/c2ccccc2F)c2ccccc21,-5%,-12,-5%,-5%,-4%,0%,0%,-7%,-13%
COc1ccc(OC)c(/C=N/NC(=O)CN2CCSCC2)c1,-4%,19,-1%,19%,18%,-7%,5%,-1%,22%
CCCC(=O)Oc1ccc(N(C(=O)CCC)S(=O)(=O)c2cccc([N+](=O)[O-])c2)cc1,-60%[inhibitor],34,-5%,?,-6%,-63%[inhibitor],-5%,-15%,-8%
CN(C)S(=O)(=O)c1cc(C(=O)Nc2ccccc2C(=O)NC2CC2)ccc1Cl,6%,10,1%,?,15%,-5%,2%,7%,4%
O=C(C1CCCN(S(=O)(=O)c2cccc3nonc23)C1)N1CCN(c2cccc(Cl)c2)CC1 (stereo unspecified),16%,-53*,-3%,?,-1%,?,0%&17%,?,5%
CCc1nc2c(OCCOc3ccc(F)cc3)cccn2c1N(C=O)Cc1ccccc1,.,-59*,-4%,-18%,?,.,0%,0%,6%
CCOC(=O)c1cc(-c2ccc(Cl)cc2)nc2c1c(=O)[nH]c(=O)n2CCOC,-4%,48,-2%,-11%,4%,1%,-5%,-3%[11.3 µM],-5%
Cc1cc(=O)oc(C)c1C(=O)NCC1COc2ccccc2O1 (stereo unspecified),1%,-20,-2%,?,7%,-1%,?,-4%,-7%
Cc1ccc(S(=O)(=O)N2CCOCC2)cc1NC(=O)c1cc2ccccc2oc1=O,0%,-9,-5%,-17%,-5%,3%,-1%,10%,-1%
COc1ccc2cc3cc(C(=O)N4CC(C)CC(C)C4)oc3nc2c1 (stereo unspecified),-1%,-19,-1%,?,?,6%,8%,43%[activator],?
CN1CCN(c2ccc(NC(=O)c3ccc(-c4ccccc4F)o3)cc2)CC1,8%,-2,-16%,?,-1%,24%,-11%,0%,-3%
CCCCN(C)CCCNC(=O)c1cc(=O)[nH]c2ccc(S(=O)(=O)N3CCCCC3C)cc12 (stereo unspecified),8%,-5,-7%,13%,-5%,-3%,0%,.,7%
C=C(C)CC(Nc1ccc(OC)cc1)c1ccco1 (stereo unspecified),-25%,0,1%,5%,12%,-11%,-7%,-16%,10%
CSc1ccc(S(=O)(=O)N2CCC(C(=O)Nc3cccnc3)CC2)cc1,15%,-6,11%,0%,0%,66%,4%,-6%,-1%
COc1ccc(NS(=O)(=O)c2cc3c4c(c2)CCN4C(=O)CC3)cc1OC,4%,29,-2%,-1%,4%,0%,-16%,-1%,-7%
c1ccc(-c2ccccc2OCCOCCN2CCc3ccccc3C2)cc1,9%,-75*,0%,0%,?,?,-4%,-13%,?
CC(C)C1/C(=N/O)CC(c2ccccc2)NC1c1ccccc1 (stereo unspecified),11%,-23,-8%,?,?,?,1%,2%,?
CN(c1ccccc1)S(=O)(=O)c1cccc(NC(=O)CCNC(=O)c2ccccc2)c1,-4%,12,-9%,?,4%,12%,2%,?,6%

# Some of the entries above, set out differently:
CSc1ccc(S(=O)(=O)N2CCC(C(=O)Nc3cccnc3)CC2)cc1
  SW480 rerep = 15%
  IL-1B inflam inh = -6
  WRN inhibitor = 11%
  KB-V1 cytotox = 0%
  HT1080-NT tox = 0%
  MCF10A rerep = 66%
  KB-3-1 tox = 4%
  ATXN2 expr inh = -6%
  HT1080 IDH1KD tx = -1%

COc1ccc(NS(=O)(=O)c2cc3c4c(c2)CCN4C(=O)CC3)cc1OC
  SW480 rerep = 4%
  IL-1B inflam inh = 29
  WRN inhibitor = -2%
  KB-V1 cytotox = -1%
  HT1080-NT tox = 4%
  MCF10A rerep = 0%
  KB-3-1 tox = -16%
  ATXN2 expr inh = -1%
  HT1080 IDH1KD tx = -7%

# New compounds follow:
SMILES,SW480 rerep,IL-1B inflam inh,WRN inhibitor,KB-V1 cytotox,HT1080-NT tox,MCF10A rerep,KB-3-1 tox,ATXN2 expr inh,HT1080 IDH1KD tx
O=c1c2cc3ccccc3nc2ncn1CCc1ccc(Cl)cc1,.,27,-6%,-16%,18%,.,-4%,.,4%
O=[N+]([O-])c1ccc(Cl)c(/C=N/N2CCN(Cc3ccccc3)CC2)c1,-24%,24,5%,13%,10%,0%,15%,.,4%
O=C(NCCc1c[nH]c2ccccc12)C(=O)NCC(c1ccco1)N1CCN(c2ccc(F)cc2)CC1 (stereo unspecified),-2%,19,-20%[57.1 µM],-15%,2%,?,-3%,-9%,-1%
Cc1ccccc1NS(=O)(=O)c1cc2c(cc1C)N(C)CCO2,-4%,16,-2%,?,5%,14%,0%,-7%,4%
Cc1ccc(NC2CCCN(C(=O)CCC(=O)c3ccccc3)C2)cc1C (stereo unspecified),25%,-23,3%,-11%,-2%,-1%,-1%,9%,-2%
COc1ccc([N+](=O)[O-])cc1NC(=O)CCCOc1ccccc1,-4%,-14,-10%,1%,-5%,-2%,-1%,-11%,-12%
Cc1c(C(=O)O)oc2ccc(S(=O)(=O)N3CCCCC3C(=O)O)cc12 (stereo unspecified),0%,0,-1%,19%,29%,6%,5%,4%,21%
COc1ccc(Cl)cc1NC(=O)CSc1nc(N2CCOCC2)nc(N2CCOCC2)n1,5%,5,-32%,.,1%,14%,.,-21%,8%
COCCOC(=O)c1c(C)nc(SCC(=O)Nc2cccc3ccccc23)c(C#N)c1-c1ccco1,1%,122,6%,?,-12%,13%,-8%,?,0%
CC(=O)Nc1ccc(NC(=O)CCC(=O)OCC(=O)c2ccc(F)cc2)cc1,-33%[inhibitor],-13,3%,-12%,-5%,-3%,-68%,.,-6%
S=C(Nc1ccccc1)Nc1ccc(Cl)cn1,-3%,0,8%,-10%,20%,-5%,-9%,.,-21%
O=c1[nH][nH]c2c1[C@@H](c1ccc(F)cc1)O[C@H](CCc1ccccc1)C2,.,48,-4%,0%,-17%,.,7%,-8%,?
FC(F)(F)c1cccc(Nc2ncnc3ccccc23)c1,-1%,-14,2%,18µM*,3%,18%,?,-20%,-5%
O=[N+]([O-])c1cccc(-c2nc(-c3cccs3)c(-c3cccs3)[nH]2)c1,?,-15,-1%,-24%,-17%,-38%[inhibitor],0%,-13%,?
COc1ccc(S(=O)(=O)Nc2c(NC3CCCCC3)c3ccccc3oc2=O)cc1,-4%,-2,4%,-3%,7%,5%,-1%,-13%,-4%

# Bioassay records deposited in PubChem by National Center for Advancing Translational Sciences (NCATS).
